From PubChem
Cneo AK release: Cryptococcus neoformans lysis via adenylate kinase release | C. neoformans lysis, adenylate kinase release luminescence, 4 h; normalised: neutral wells 0, clomiphene wells 100 | lysis activity, % at 15 µM | 0.2% of 360,000 active;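 active = mean lysis activity across replicates of at least 80%, whatever share of replicates individually reach that level; inactive = mean lysis activity below 80%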
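Test system: log-phase Cryptococcus neoformans yeast cells. Input: 5 × 10^6 yeast cells/mL. Medium: fresh YPD growth medium. Doses: single dose. Incubation: static 4 h at 37 °C with compound, 1 h detection. Measured by: luminescent adenylate kinase detection reagent. Read-out: signal increase indicating cell lysis. Benchmarks: Clomiphene.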
C2C12 statin: suppressors of simvastatin-induced myotoxicity in C2C12 myotubes. AID 602340. 0.78% of 330,000 active. ATP luminescence, 48 h; scaled: DMSO 0, geranylgeraniol control 100. rescue of ATP level, % at 7.49 µM;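 active = mean ATP rescue above about 67%, or every replicate alone reaching that limit, limit read from the data, passing the limit was not always enough; inconclusive = no clear call, values can overlap the other calls; inactive = mean under the limit and some replicate under it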;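 also: myotubes were challenged with 10 µM simvastatin during compound exposure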
SIRT5 block: sirtuin-5 (human) deacylase inhibition | inhibition, % at 15 µM | 1.1% of 330,000 active | Q9NXA8 | AID 652115 | Purified SirT5, succinyl-peptide AMC, trypsin-coupled fluorescence; in the data active = inhibition above about 15%; inconclusive = no clear call, values can overlap the other calls
Target sequence (Q9NXA8 whole entry, looked up): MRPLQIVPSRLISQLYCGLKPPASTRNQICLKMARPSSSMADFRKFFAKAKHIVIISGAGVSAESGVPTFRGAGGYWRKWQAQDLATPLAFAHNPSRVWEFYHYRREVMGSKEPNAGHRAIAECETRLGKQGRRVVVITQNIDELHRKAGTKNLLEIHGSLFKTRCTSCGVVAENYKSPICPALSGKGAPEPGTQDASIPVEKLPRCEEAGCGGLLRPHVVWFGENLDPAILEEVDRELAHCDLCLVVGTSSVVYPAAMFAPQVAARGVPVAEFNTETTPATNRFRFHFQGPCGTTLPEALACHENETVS
esBAF inh: blocks esBAF chromatin remodeling in mouse ES cells; reporter increase, % at 12.5 µM; Bmi1-luciferase knock-in reporter, 24 h; 100% = twice the neutral-well signal; 2% of 350,000 active; in the data active = activation above about 40%; inconclusive = no clear call, values can overlap the other calls;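 also: 0% = median of the plate's neutral control wells and 100% = double that signal; a rise in the Bmi1 reporter signal indicates esBAF inhibition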
ARNT TACC3 PPI: ARNT/TACC3 interaction disruption. AID 623870. Q9Y6A5. inhibition, % at 9.99 µM. 0.66% of 390,000 active. AlphaScreen His-ARNT PAS-B/GST-TACC3 binding, luminescence; TACC3 fragment carries E629A point mutation;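 active = mean inhibition of replicates at least 50% and at least half of replicates each reaching 50%; inconclusive = half or more replicates reach 50% but mean below 50%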;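 also: 0% = complete ARNT plus TACC3 wells and 100% = ARNT alone without TACC3; many hits fall short of the cut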
ERp5 inh: inhibitors of human ERp5; 0.05% of 350,000 active; ERp5 insulin aggregation, absorbance 650 nm, 90 min; inhibition, % at 9.99 µM; AID 651711;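 active = mean replicate inhibition above about 25%, with every replicate also reaching it, limit read from the data, passing the limit was not always enough; inconclusive = only one of those two criteria met; inactive = neither criterion met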
Target sequence (Q15084 whole entry, looked up): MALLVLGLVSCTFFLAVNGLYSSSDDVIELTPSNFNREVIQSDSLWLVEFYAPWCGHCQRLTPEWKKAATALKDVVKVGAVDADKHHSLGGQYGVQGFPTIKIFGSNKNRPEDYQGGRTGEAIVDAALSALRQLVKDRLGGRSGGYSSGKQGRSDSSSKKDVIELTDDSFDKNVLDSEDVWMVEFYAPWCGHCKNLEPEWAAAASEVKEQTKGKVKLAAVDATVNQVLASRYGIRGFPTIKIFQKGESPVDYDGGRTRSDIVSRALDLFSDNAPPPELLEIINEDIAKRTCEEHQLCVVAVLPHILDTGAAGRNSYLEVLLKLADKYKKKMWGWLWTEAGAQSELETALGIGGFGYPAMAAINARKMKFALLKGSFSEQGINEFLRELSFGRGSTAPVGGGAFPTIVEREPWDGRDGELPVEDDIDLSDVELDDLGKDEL
miR-122 sensor: inhibitors of miR-122 in Huh7 cells; Huh7 miR-122 Renilla luciferase sensor, 48 h; neutral wells = 0, positive control = 100; activation (reporter increase), % at 12.5 µM; 0.3% of 340,000 active;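 active = mean replicate activation score at least 90 and every replicate individually at or above 90; inconclusive = only one of the two criteria met; inactive = neither criterion met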;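 also: higher luciferase means less miR-122 activity so hits act as miR-122 inhibitors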
Numbers without * were called inactive; u = inconclusive; x = no result given; [ ] = dose if it differs, or a comment.

1: COc1ccc(C(=O)N(Cc2sccc2C)C2CCS(=O)(=O)C2)cc1 (configuration not stated)
2: COc1ccc(CCN2C(=NC(=O)CCC(=O)O)SC3CS(=O)(=O)CC32)cc1OC (configuration not stated)
3: COC(=O)C1=C(C(=O)c2ccc(C)cc2)C(c2ccc(OC)c(OC)c2)n2nnnc2N1 (configuration not stated)
4: CCOc1ccc(CSC(=N)N)cc1[N+](=O)[O-]
5: Cc1cccc(C)c1NC(=O)C1NC(=O)CC1c1ccccc1 (configuration not stated)
6: CCCCn1nc2cc(C(=O)NCc3ccc(C(F)(F)F)cc3C(F)(F)F)ccc2c1OCC
7: Cc1ccc[n+](-c2[nH]c(=O)sc2/C=N/N=C(\[O-])c2cccnc2)c1
8: COc1ccc(-c2cc(-c3ccc(OC)c(OC)c3)n[nH]2)c(O)c1

Screen / compound no.	1	2	3	4	5	6	7	8
Cneo AK release	-1.2	1.8	0.3	-2.4	1.5	0.4	8.4	-10.2
C2C12 statin	-1.9	0.2	-0.6	5.7	-9.7	83.3*	3.4	x
SIRT5 block	-0.9	x	x	x	-0.7	-3.5	-0.2	x
esBAF inh	2.6	-10.1	-6.9	-6.8	5.6	5.6	0.3	x
ARNT TACC3 PPI	-12.8	-3.8	3.3	-12.7	3.6	-9.6	11.2	-3.1
ERp5 inh	1.3	x	x	x	0.6	-3.1	x	x
miR-122 sensor	5.0	-3.4	x	6.6	x	1.3	2.1	4.9

By substructure, the compounds so far with a carbonyl joined to an NH by a bond outside any ring.
5: Cc1cccc(C)c1NC(=O)C1NC(=O)CC1c1ccccc1 (configuration not stated)
6: CCCCn1nc2cc(C(=O)NCc3ccc(C(F)(F)F)cc3C(F)(F)F)ccc2c1OCC

Screen / compound no.	5	6
Cneo AK release	1.5	0.4
C2C12 statin	-9.7	83.3*
SIRT5 block	-0.7	-3.5
esBAF inh	5.6	5.6
ARNT TACC3 PPI	3.6	-9.6
ERp5 inh	0.6	-3.1
miR-122 sensor	x	1.3

Next compounds.
9: c1ccc(NCCc2ccccn2)cc1
10: O=[N+]([O-])c1ccc(NN=C(c2ccccc2)c2ccccc2)nc1
11: CCN(c1ccccc1)S(=O)(=O)c1ccc(OC)c(NC(=O)c2ccc(=O)[nH]c2)c1
12: COc1ccc(C(=O)Nc2c(C)ccc3nsnc23)cc1[N+](=O)[O-]
13: O=C(Nc1ccc(S(=O)(=O)Nc2ccc(F)cc2)cc1)c1ccc(CN2CCOCC2)cc1
14: Cc1cccc(NC(=O)C(NS(=O)(=O)c2ccc3c(c2)CCC(=O)N3)c2ccccc2)n1 (configuration not stated)
15: Cc1cccc(NC(=O)CNC(=O)CN2CCN(C)CC2)c1C
16: CN(C)c1ccc(CNC(=O)C2(C)Cc3c(-c4ccccc4)ccnc3O2)cc1 (configuration not stated)

Screen / compound no.	9	10	11	12	13	14	15	16
Cneo AK release	1.9	-2.1	-1.0	5.1	x	0.7	2.5	-1.3
C2C12 statin	6.6	-0.3	0.5	-4.1	x	-0.4	-0.8	-0.3
SIRT5 block	-3.0	-1.8	-5.2	x	-1.0	x	-2.0	-1.4
esBAF inh	45.5*	-5.8	4.9	-1.1	x	-8.6	-0.4	-5.0
ARNT TACC3 PPI	6.2	4.7	0.7	-4.3	1.4	-21.2	-10.9	x
ERp5 inh	2.0	0.5	9.8	x	3.8	x	5.4	-3.7
miR-122 sensor	x	x	6.5	-5.7	x	x	1.1	-4.4

17: CCOCCCNCc1cc(Br)ccc1OCC
18: C[C@@H]1CN([C@H](C)CO)C(=O)c2cc(NS(C)(=O)=O)ccc2O[C@@H]1CN(C)Cc1ccncc1
19: CC(=O)OCC1=C(C(=O)OC(C)(C)C)N2C(=O)[C@@H](NC(=O)Cc3ccccc3)[C@H]2SC1
20: COc1ccc(S(=O)(=O)N2CCCC(C(=O)N3CCN(C)CC3)C2)cc1C (configuration not stated)
21: Cc1ccc(-c2cc(Cc3ccccn3)c(=O)[nH]n2)cc1
22: CNC(=O)COC(=O)c1ccc(-c2nc3ccccc3s2)s1
23: O=C(NCc1ccccc1)[C@@H]1[C@@H](CO)[C@@H]2Cn3c(cccc3=O)[C@H]1N2Cc1ccccn1
24: CCc1ccc(CNC(=O)CCc2cn(C)c3ccccc23)cc1

Screen / compound no.	17	18	19	20	21	22	23	24
Cneo AK release	-5.7	3.5	-0.8	3.1	-2.2	-9.0	0.5	0.4
C2C12 statin	-2.9	-5.7	2.5	x	x	-53.1	-8.6	15.3
SIRT5 block	-4.2	0.8	x	x	0.0	-0.4	3.7	-1.4
esBAF inh	-10.9	-0.8	-10.0	x	x	-14.5	-0.5	-6.3
ARNT TACC3 PPI	-4.9	-3.5	0.6	1.8	-2.6	5.6	4.6	-6.8
ERp5 inh	0.7	3.7	2.0	x	2.5	-3.2	1.6	1.2
miR-122 sensor	-3.5	-5.0[16.7 µM]	2.7	0.5	x	1.3	-1.8[16.7 µM]	x

25: CCC(=O)Nc1nc2ccc3nc(C)sc3c2s1
26: COc1ccc(/C=C(/NC(=O)c2cccs2)C(=O)NC(C)(C)C)cc1OC
27: O=C(NCc1ccc(Cl)cc1)c1n[nH]c([N+](=O)[O-])c1Cl
28: CCOC(=O)C1CCN(S(=O)(=O)CCNC(=O)c2ccc3c(c2)OCO3)CC1
29: COc1ccc(NC(=O)CSc2nc3ccccc3nc2N2CCCC2)cc1
30: OCCC1CN(Cc2cccn2-c2nccs2)CCN1Cc1ccccc1 (configuration not stated)
31: CC(C)NC(=O)c1ccc2nc([C@@H]3O[C@H](CO)[C@H](O)[C@H](O)[C@H]3O)[nH]c2c1
32: Nc1nnnn1/N=C/c1ccc(O)cc1

Screen / compound no.	25	26	27	28	29	30	31	32
Cneo AK release	-2.0	-1.7	x	-2.5	-1.2	x	-0.8	-0.6
C2C12 statin	2.3	11.9	x	6.1	19.9	x	5.3	-2.2
SIRT5 block	x	-1.2	-0.5	-0.5	-1.5	-3.4	x	x
esBAF inh	46.2*	-6.6	x	0.1	-4.1	x	-7.2	-3.6
ARNT TACC3 PPI	0.7	-1.4	-36.0	-0.4	-3.9	0.4	x	1.4
ERp5 inh	6.2	3.7	-3.6	-2.8	-2.0	-5.3	-0.4	x
miR-122 sensor	-6.2	-5.9	x	-0.8	2.0	x	-0.8	-3.0

33: CC1(C)CC(NC(=O)c2c(N)no[n+]2[O-])CC(C)(C)N1
34: COc1ccc(CN(C)C[C@H]2Oc3ccc(NC(=O)Nc4ccccc4)cc3CC(=O)N([C@@H](C)CO)C[C@H]2C)cc1
35: COCCCNC(=O)c1cc(-c2cccnc2)nc2ccc(S(=O)(=O)N3CCCCCC3)cc12
36: CCOC(=O)Cn1ccc(NC(=O)c2ccc(F)cc2)n1
37: NC(=O)c1ccccc1NCC(=O)c1ccc(Cl)cc1
38: O=C(O)CCC(=O)Nc1ccc(C(=O)OCC(=O)c2ccc(Cl)cc2Cl)cc1
39: Cc1ccc(OC(=O)COc2ccccc2C)c(-n2nc3ccccc3n2)c1
40: CC1CCN(S(=O)(=O)N2CCC(C(=O)NCc3cccs3)CC2)CC1

Screen / compound no.	33	34	35	36	37	38	39	40
Cneo AK release	x	-2.5	1.0	0.5	-14.1	x	0.4	x
C2C12 statin	x	0.0	-22.5	5.2	9.2	x	19.6	x
SIRT5 block	2.5	0.8	-0.8	10.4	6.0	1.5	x	0.2
esBAF inh	x	1.8	2.9	-1.2	-8.2	x	27.0	x
ARNT TACC3 PPI	-2.2	10.0	-3.5	1.4	-25.6	-4.0	-3.8	1.6
ERp5 inh	3.5	2.4	3.5	4.1	-0.3	3.9	x	-0.9
miR-122 sensor	x	-1.7[16.7 µM]	0.9	-6.4	x	x	2.5	3.8

41: C[C@H]1CN([C@@H](C)CO)C(=O)c2cccc(NC(=O)Nc3cccc4ccccc34)c2O[C@@H]1CN(C)C(=O)Nc1ccc(F)cc1
42: Cc1ccc(NC(=O)CO/N=C(\N)c2ccccc2)cc1C
43: Nc1nc(-c2ccccc2)cs1
44: CSc1nnc(-c2ccccc2SC)o1
45: O=C(CN1CCOc2ccccc21)NC1CCN(Cc2ccccc2)CC1
46: CCCC(=O)Nc1ccc2c(c1)OC[C@@H](C)N(C(=O)CN(C)C)C[C@H](C)[C@H](OC)CN(C)C2=O
47: COc1ccc(NC(=O)Nc2ccc(N3CCCC3=O)cc2)cc1OC
48: CCOc1ccccc1C(=O)Nc1cc(=O)n(C)c(=O)n1C

Screen / compound no.	41	42	43	44	45	46	47	48
Cneo AK release	-1.5	1.8	0.5	x	-0.4	0.3	3.7	-0.2
C2C12 statin	42.4	95.5*	0.4	x	2.4	0.2	-27.5	-5.8
SIRT5 block	x	x	x	-5.8	x	-4.3	-1.4	-2.0
esBAF inh	3.1	x	u	x	0.6	-7.2	0.7	-3.9
ARNT TACC3 PPI	x	-18.0	2.7	-4.6	5.9	x	-18.2	-0.6
ERp5 inh	6.3	1.2	x	-0.9	7.0	3.0	-3.9	-3.7
miR-122 sensor	-5.0[16.7 µM]	3.4	5.0	x	4.1	x	x	-9.2

49: CC(C)CN(C(=O)COC(=O)c1ccc(Br)o1)c1c(N)n(Cc2ccccc2)c(=O)[nH]c1=O
50: OCCC1CN(Cc2cccn2-c2ncccn2)CCN1Cc1ccc(F)cc1 (configuration not stated)
51: CCC(=O)N[C@@H]1CC[C@H](CCNC(=O)Nc2ccc(F)cc2)O[C@H]1CO
52: C[C@@H](NC(=O)c1nc[nH]c1C(=O)NCc1ccc(CNC(=O)OC(C)(C)C)cc1)c1ccccc1
53: COCCN(C[C@H]1[C@H](c2ccccc2)[C@H](CO)N1C(C)=O)C(=O)c1ccncc1
54: CC1CN(C(=S)Nc2ccccc2)CC(C)O1 (configuration not stated)
55: Cc1c(C)c2cccnc2c2ncccc12
56: O=S(=O)(c1cccs1)N1CCN(c2ccccc2Cl)CC1

Screen / compound no.	49	50	51	52	53	54	55	56
Cneo AK release	x	-5.9	3.2	-0.5	3.2	-0.2	1.3	-5.6
C2C12 statin	x	3.9	-0.3	16.1	8.5	8.4	-73.2	-8.4
SIRT5 block	3.0	-6.3	-3.2	x	3.2	0.2	x	-4.3
esBAF inh	x	-1.2	-1.1	10.7	2.5	6.3	-55.1	1.6
ARNT TACC3 PPI	3.9	-5.3	-2.1	2.1	-2.0	-5.5	x	-24.4
ERp5 inh	-10.4	2.1	-9.8	2.4	-1.3	3.3	x	1.2
miR-122 sensor	x	-5.0	x	-5.4	5.9[16.7 µM]	-6.3	x	x

57: CCOc1cc(C(=O)N2CCN=C2SC)cc(OCC)c1OCC
58: Cc1ccc(NC(=O)c2ccc(S(=O)(=O)Nc3c(C)n(C)n(-c4ccccc4)c3=O)cc2)nc1
59: CC(=O)C1=CN(Cc2ccccc2)CCC1=O
60: CCOC(=O)c1sc2nc(C(C)C)c3c(c2c1N)CCC3
61: C[C@]12c3[nH]c4ccc(Cl)cc4c3CCN1C(=O)[C@@H](CC(=O)NCC13CC4CC(CC(C4)C1)C3)C[C@@H]2C(=O)N1CCCCC1
62: CN1CCN(C(=O)CCC(=O)O)CC1
63: Cc1cc(Cl)ccc1NC(=S)N(CCCN1CCOCC1)Cc1cccs1
64: O=C(c1ccc2nc(-c3ccccc3)c(-c3ccccc3)nc2c1)N1CCCCC1

Screen / compound no.	57	58	59	60	61	62	63	64
Cneo AK release	1.5	-4.1	-2.2	0.6	2.9	0.9	7.5	x
C2C12 statin	-4.6	-8.9	12.2	x	-8.1	2.5	x	x
SIRT5 block	x	-3.0	-1.5	x	-2.8	-0.3	x	-7.0
esBAF inh	3.3	2.5	-3.4	x	3.4	-10.0	x	x
ARNT TACC3 PPI	-5.2	-5.3	-5.9	-10.1	0.2	-21.9	0.0	12.6
ERp5 inh	x	-3.0	2.3	x	0.5	-1.7	x	-0.3
miR-122 sensor	8.0	1.0	1.0	0.1	2.0	-2.3	8.8	x
